Compound activity: PubChem, NCI
yeast rad50: NCI yeast anticancer drug screen, S. cerevisiae rad50 strain; growth inhibition, % at 50 µM; AID 155; 10% of 79,000 active;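 also: 0% = growth of vehicle-only cultures of the same strain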
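Inhibition values express reduced yeast growth in compound-treated cultures relative to vehicle-treated controls.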
yeast bub3: NCI yeast anticancer drug screen, S. cerevisiae bub3 mutant strain | 9.9% of 78,000 active | AID 167 | % growth inhibition at 50 µM;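 also: 0% = growth of vehicle-only cultures of the same strain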
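Growth of a checkpoint-deficient yeast mutant is measured after compound exposure. Values represent inhibition relative to vehicle.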
sgs1 mgt1: NCI yeast anticancer drug screen, S. cerevisiae sgs1 mgt1 strain; AID 161; growth inhibition, % at 50 µM; 10% of 78,000 active;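 also: 0% = growth of vehicle-only cultures of the same strain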
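Inhibition of yeast growth, normalised to vehicle-treated controls, is reported for a strain bearing genetic alterations in DNA damage repair.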
mlh1 rad18: NCI yeast anticancer drug screen, S. cerevisiae mlh1 rad18 strain | % growth inhibition at 50 µM | 11% of 79,000 active;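 also: 0% = growth of vehicle-only cultures of the same strain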
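In this whole-cell yeast screen, a strain with altered DNA damage repair is challenged with compound, and its growth is measured against matched vehicle-treated controls.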
yeast mec2-1: NCI yeast anticancer drug screen, S. cerevisiae mec2-1 strain. 9% of 79,000 active. % growth inhibition at 50 µM;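 also: 0% = growth of vehicle-only cultures of the same strain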
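Growth inhibition is read against vehicle-treated controls after compound exposure of the mec2-1 yeast strain, which is defective in DNA damage repair or cell cycle control.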
cln2 rad14: NCI yeast anticancer drug screen, S. cerevisiae cln2 rad14 strain | % growth inhibition at 50 µM | 8.3% of 78,000 active;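 also: 0% = growth of vehicle-only cultures of the same strain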
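Test compounds were added to cln2 rad14 yeast cultures; inhibition of growth was then determined by comparison with vehicle treatment.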
* = called active by the depositor; / = no result given; & = joins results of further samples; ! = repeats disagree. Rule as the data show it: active = growth inhibition above about 70%; inactive = the rest. An excerpt (hit frequency here may not be typical).

SMILES	yeast rad50	yeast bub3	sgs1 mgt1	mlh1 rad18	yeast mec2-1	cln2 rad14
CN1C2CCC1CC(OC(=O)c1ccccc1)C2 (stereo not drawn)	32	0	5	3	-15	0
CCOc1ccc(C=C(C#N)C#N)cc1OCC	-22	-4	24	-15	-2	-49
CNC(=O)N1CN(c2ccccc2)C2(CCN(CCCC(=O)c3ccc(F)cc3)CC2)C1=O	52	76*	68	68	38	70*
CCCC(C)c1ccccc1OP(=S)(S)Oc1ccccc1C(C)CCC (stereo not drawn)	97*	96*	98*	97*	98*	96*
N#CC(C#N)=Cc1ccccc1[N+](=O)[O-]	42	40	8	30	17	26
ClCCN(CCCl)c1ccc(C=Nc2ccccc2)cc1	34	2	60	29	21	12
CN1C2CC(=O)CC1C(O)C2 (stereo not drawn)	0	18	14	4	0	0
CCCCCCCCCC[As](=O)(O)O	42	19	9	17	22	22
CC[C@]12C=CCN3CC[C@@]4(c5ccc(OC)cc5N(C)[C@H]4[C@@](O)(C(=O)OC)[C@@H]1OC(C)=O)[C@@H]32	31	21	18	8	-6	20
[C-]#[O+].[C-]#[O+].[C-]#[O+].[C-]#[O+].[Cr].c1ccc(P(CCP(CCP(c2ccccc2)c2ccccc2)c2ccccc2)CCP(c2ccccc2)c2ccccc2)cc1 (stereo not drawn)	21	21	29	32	23	17
Nc1n[nH][nH]c1=O	-30	-1	-14	-12	-26	-20
C/C=C1/C(=O)O[C@]23C=C[C@@H]4C(C(=O)OC)=CO[C@H](O[C@@H]12)[C@@H]43	92*	92*	94*	66	94*	89*
COC1C(C)OC(OC2CC(C)(O)Cc3cc4c(c(O)c32)C(=O)c2c(O)cc3c(c2C4=O)OC2OC3(C)C(O)C(N(C)C)C2O)C(OC)C1(C)OC (stereo not drawn)	90*	92*	91*	90*	93*	88*
CCOP(=O)(OCC)Oc1cc(C)c(SC#N)c(C)c1	30	54	17	34	21	66
CC1(C)OCC2OC3(CO)NP(=O)(N(CCCl)CCCl)OC3C2O1 (stereo not drawn)	27	-2	8	24	4	21
[CH3][Sb]([CH3])[S]C1OC(CO)C(O)C(O)C1O (stereo not drawn)	-10	26	30	-18	1	-16
CCOC(=O)P(=O)(O)c1ccc(N(C)Cc2ccccc2)cc1	-24	13	18	3	-8	14
CCN1CCCc2cc3c(C(F)(F)F)cc(=O)oc3cc21	-6	-6	-10	-12	-12	-4
CC(C(=O)C1CCCCC1)[n+]1ccccc1 (stereo not drawn)	-1	11	-2	-6	1	48
C1CSP(SCCSP2SCCS2)S1	10	11	26	26	8	17

Further records follow:
SMILES	yeast rad50	yeast bub3	sgs1 mgt1	mlh1 rad18	yeast mec2-1	cln2 rad14
O=C(O)C(CSC(c1ccccc1)c1ccccc1)N1C(=O)c2ccccc2C1=O (stereo not drawn)	48	29	46	45	36	43
CN1CN(c2ccccc2)C2(CCN(C3Nc4ccccc4O3)CC2)C1=O (stereo not drawn)	40	51	58	46	44	35
CC[C@H]1CN2CCc3cc(OC)c(OC)cc3[C@@H]2C[C@@H]1C[C@H]1NCCc2c1[nH]c1ccc(O)cc21	-17	-27	-20	8	17	-9
CCCCCCCC(=O)O.[Ni]	-15	-18	-2	-18	-1	8
COC(=O)/C(=C(/C)c1ccco1)P(=O)(OC)OC	-24	-14	-16	-5	-10	24
CCCCOc1ccc([As](=O)(O)O)cc1	-17	16	4	6	-10	-19
COC(=O)c1cccc(S(=O)(=O)F)c1	-10	20	-16	-28	-5	-13
CC1(Br)Cc2ccccc2C1=O (stereo not drawn)	-2	70*	42	20	37	-35
COc1cc2c(cc1OC)C13CCN4CC5=CCOC6CC(=O)N2C1C6C5CC43 (stereo not drawn) (tested in a mixture with another compound)	0&-1&-1&16&19&7	-1&-14&-7&4&8&-1	/	/	/	/
OCC1=CCN2CC[C@@H](O)[C@@H]12	-24	-14	-15	-20	-18	-3
CC[n+]1cccc2ccccc21	57&0	20&-5	74*!	67&-25	60&-7	6&-11
CN1CC2(CCCCC2)C(O)C12C=CCCC2 (stereo not drawn)	-10	-7	-18	-13	-13	20
N#Cc1ccc(Cc2ccccn2)cc1Cl	-2	-19	-9	4	-2	2
COc1cccc(C2CC23C(=O)NC(=O)NC3=O)c1 (stereo not drawn)	-18	-19	-2	-21	-14	7
Cc1cc2c(c(C(C)(C)C)c1)O[P+](=O)Oc1c(cc(C)cc1C(C)(C)C)C2	15	-5	4	20	-7	32
CC(=O)OC1(c2nccc3ccccc23)CCN(Cc2ccccc2)CC1	18	7	7	12	9	-8
CC(=O)OC1CCC2(C)C3CCC4(C)C(c5ccc(=O)oc5)CC5OC54C3CCC2(O)C1 (stereo not drawn)	40	-2	20	2	3	-2
CNCC(C)c1ccccc1OC (stereo not drawn)	-10	13	2	-6	-7	26
CCCCN1C(=O)CC(=O)N(c2ccccc2)C1=O	-9	-14	-4	-4	-28	14
NCC(O)c1ccc2c(c1)OCO2 (stereo not drawn)	-49	-1	-11	-9	-13	-31

Limited to yeast bub3, cln2 rad14 and sgs1 mgt1 (4 entries from above):
structure | yeast bub3 | cln2 rad14 | sgs1 mgt1
CCCCCCCC(=O)O.[Ni] | -18 | 8 | -2
N#Cc1ccc(Cc2ccccn2)cc1Cl | -19 | 2 | -9
COc1cc2c(cc1OC)C13CCN4CC5=CCOC6CC(=O)N2C1C6C5CC43 (stereo not drawn) (tested in a mixture with another compound) | -1&-14&-7&4&8&-1 | / | /
COc1cccc(C2CC23C(=O)NC(=O)NC3=O)c1 (stereo not drawn) | -19 | 7 | -2

More structures
SMILES	yeast rad50	yeast bub3	sgs1 mgt1	mlh1 rad18	yeast mec2-1	cln2 rad14
CC[n+]1c(C)n(-c2ccccc2)c(=O)c2ccccc21	0	-11	5	6	-7	18
O=c1cc(-c2ccccc2)nc(N[N+](=O)[O-])[nH]1	0	-10	-6	6	-8	-32
C/C=C/C1(CCC)C(=O)NC(=S)N(CC)C1=O (stereo not drawn)	12	13	3	1	-3	-19
C/C=C1/CN2CCC34c5ccccc5N(C)C23C2CC1C4(C(=O)OC)C(O)O2 (stereo not drawn)	-31	-8	-25	-59	-32	-4
[CH3][Sn]([CH3])([Cl])[S]CCN	30	-15	-6	19	32	1
O=[Te]=O	20	6	17	11	-8	5
O=C(O)C(O)(c1ccccc1)C1(O)CCCCC1 (stereo not drawn)	2	-4	17	50	8	3
c1cncc(CNCCN2CCNCC2)c1	16	-51	12	30	-23	-1
[CH3][Sn]([CH3])([CH3])[O][N+](=O)[O-]	26	49	45	19	3	3
COC(=O)N/N=C(\C)C(CN(C)C)C(c1ccccc1)c1c(O)c2ccccc2oc1=O (stereo not drawn)	35	49	47	34	29	35
O=C(O)c1cc(Cc2ccc(O)c(C(=O)O)c2)ccc1O	-8&-24	34&-13	8&-18	-11&-24	-18&3	-40&0
O=C(O)c1ccccc1/C=N\NC(=S)NC1CN2CCC1CC2 (stereo not drawn)	9	35	7	-19	6	0
CC(Br)CN1CCOCC1 (stereo not drawn)	94*	3	68	96*	97*	13
[Cl][Ni][Cl].[NH-]C1CCCCC1[NH-].[NH-]C1CCCCC1[NH-] (stereo not drawn)	-23	12	1	-2	-6	-19
COc1cccc2c1C(=O)c1c(O)c3c(c(O)c1C2=O)C[C@@](O)(C(C)O)C[C@@H]3OC1CC(N)C(O)C(C)O1 (stereo partly drawn)	28	9	35	36	30	22
CC1(C)N=CN=C(N)N1c1ccc(CCC(=O)Nc2ccc(S(=O)(=O)F)cc2)c(Cl)c1	-11	-16	23	6	1	-29
c1ccc([As]2[As](c3ccccc3)[As](c3ccccc3)[As]2c2ccccc2)cc1 (stereo not drawn)	99*	99*	100*	100*	100*	98*
CC(C)=[CH][Sb]([Br])([CH]=C(C)C)([CH]=C(C)C)[c]1ccccc1	56	65	32	41	46	-12
BrCCCCCCBr	-6	6	3	5	6	-29
Clc1ccc(C2ON2c2ccccc2)cc1 (stereo not drawn) (tested in a mixture with another compound)	3	-8	16	18	15	4

Looked up above.
`COc1cccc2c1C(=O)c1c(O)c3c(c(O)c1C2=O)C[C@@](O)(C(C)O)C[C@@H]3OC1CC(N)C(O)C(C)O1` (stereo partly drawn) in sgs1 mgt1 shows 35
`O=C(O)c1ccccc1/C=N\NC(=S)NC1CN2CCC1CC2` (stereo not drawn) in mlh1 rad18 shows -19

Next part
SMILES	yeast rad50	yeast bub3	sgs1 mgt1	mlh1 rad18	yeast mec2-1	cln2 rad14
CC(C)OP(=O)(OC(C)C)C(=O)Nc1ccc(Cl)cc1	-25	16	6	-8	16	-30
O=C1OC2C=CC1C1(CCOC1=O)C2 (stereo not drawn)	6	11	10	16	19	22
NC(Cc1ccccc1)c1nn[nH]n1 (stereo not drawn)	-10	-17	-36	-19	-19	-41
CCCCOP(=O)(O)OCCCC.[V]	-1	-11	-2	1	-2	-17
ClCCN(CCCl)c1ccc(C2N(Cc3ccc(Cl)cc3)CCN2Cc2ccc(Cl)cc2)cc1	79*	48	81*	80*	60	47
CCn1cc(C(O)CN(C)C)c2ccccc21 (stereo not drawn)	35	17	3	24	24	9
CN1C2CCC1CC(OC(=O)c1cccc(O)c1)C2 (stereo not drawn)	31	16	1	16	1	5
CC(=O)CCc1ccc2c(c1)OCO2	46	16	34	20	30	20
CCCCCCCCCCCCCCCC(=O)OCC1OC(OC)C2NP(=O)(N(CCCl)CCCl)OC1C2O (stereo not drawn)	35	67	-40	73*	-13	-21
COc1ccc(C(c2c(O)c3ccccc3oc2=O)c2c(O)c3ccccc3oc2=O)cc1	-15	1	-14	-1	0	-18
CS(=O)(=O)NC(=NCCOS(C)(=O)=O)N[N+](=O)[O-]	9	2	19	12	-8	-7
O=C(/C=C/c1ccc([N+](=O)[O-])cc1Cl)Nc1cccc(S(=O)(=O)F)c1	6	-6	0	-8	17	18
CC(=O)O[C@H]1CC[C@H]2[C@@H]3CC[C@H]4CC(=O)CC[C@@H]4[C@H]3CC[C@]12C	11	61	89*	-1	11	1
C[CH2][Sn]([O][Sn]([Cl])([CH2]C)[c]1ccccc1)[c]1ccccc1 (stereo not drawn)	81*	78*	81*	87*	73*	82*
O=C(NC(CCS(=O)(=O)NCc1ccc(S(=O)(=O)F)cc1)C(=O)OCc1ccccc1)OCc1ccccc1 (stereo not drawn)	27	0	17	30	6	15
CC12CC/C(=N/NC(=O)Cc3c[nH]c4ccccc34)C=C1CCC1C2CCC2(C)C(OC(=O)c3ccccc3)CCC12 (stereo not drawn)	36	3	24	35	29	1
C1OCN2CSCC12 (stereo not drawn)	4	28	30	32	29	5
O=C1NCCCC1(Cl)Cl	5	-11	4	13	-1	-16
CCN(CC)CC#CCN(CC)CC	21&6	-4&10	15&5	-6&10	14&-16	7&8
CC(CC(C)(C)C)C(=O)Cl (stereo not drawn)	8	4	5	23	-3	11

(listing goes on)
SMILES	yeast rad50	yeast bub3	sgs1 mgt1	mlh1 rad18	yeast mec2-1	cln2 rad14
S=P(Nc1ccc(Cl)cc1)(Nc1ccc(Cl)cc1)c1ccccc1	98*	99*	97*	99*	99*	96*
NC1=NC(=O)C(c2ccccc2)S1 (stereo not drawn)	-6&4	0&-17	-3&1	-11&-7	7&-7	-30&-8
CC1=CC(=O)CCC12CCOC2=O (stereo not drawn)	-54	-13	-21	-8	-20	-41
O=[N+]([O-])c1cccc(SC(Cl)(Cl)Cl)c1	99*	99*	99*	99*	100*	97*
Nc1cc(N)nc(N)n1	18	-19	1	6	-3	-5
Fc1ccc(NP(=S)(Nc2ccc(F)cc2F)Nc2ccc(F)cc2F)c(F)c1	99*	99*	99*	99*	99*	99*
